NPY-Y2 PAM-ag = NPY-Y2 potentiators or agonists, primary screen, cell-based; Neuropeptide Y receptor type 2 (Homo sapiens), P49146; cells expressing NPY-Y2, potentiator/agonist read-out; activation, % at 3.6 µM; 0.45% of 220,000 active; AID 1359, 2008; in the data active means activation above about 27%;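 further: cells stimulated with NPY near EC25 plus isoproterenol at EC100; 0% = vehicle plus submaximal agonist and 100% = vehicle plus saturating agonist; some results beyond the cut were filed as inactive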
Target sequence (P49146 whole entry, looked up): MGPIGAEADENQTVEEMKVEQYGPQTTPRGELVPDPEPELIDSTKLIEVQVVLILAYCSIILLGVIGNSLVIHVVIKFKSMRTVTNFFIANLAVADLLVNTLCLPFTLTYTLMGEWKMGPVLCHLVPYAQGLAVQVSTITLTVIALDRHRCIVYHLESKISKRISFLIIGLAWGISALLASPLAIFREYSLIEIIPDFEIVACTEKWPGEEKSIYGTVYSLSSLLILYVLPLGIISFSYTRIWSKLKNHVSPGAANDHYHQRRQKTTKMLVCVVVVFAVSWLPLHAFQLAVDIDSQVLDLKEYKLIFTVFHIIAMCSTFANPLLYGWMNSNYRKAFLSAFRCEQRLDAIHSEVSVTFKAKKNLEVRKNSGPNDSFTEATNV
p97 inhibitor = inhibitors of human p97 ATPase, primary screen, biochemical; Transitional endoplasmic reticulum ATPase (Homo sapiens), P55072; recombinant p97 ATPase, Kinase-Glo ATP luminescence, 3 h; inhibition, % at 8 µM; 0.42% of 220,000 active; AID 1481, 2009; in the data active means inhibition above about 15%;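 further: 0% = DMSO vehicle and 100% = wells lacking enzyme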
RBBP9 inh = human RBBP9 inhibitors, primary screen, biochemical, fluorescence polarization, FP-Rh probe, HTS; inhibition, % at 7.94 µM; recombinant RBBP9; Serine hydrolase RBBP9 (Homo sapiens), O75884; 0.2% of 220,000 active;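 active means inhibition above the campaign mean of all tested compounds plus 3 SD, cut at about 14% in these data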;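 further: plate controls were DMSO wells with RBBP9 for no effect and wells lacking RBBP9 protein for full effect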
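System: RBBP9 protein | Quantity: 2.5 µM RBBP9 dispensing solution, before mixing | Reagent: FP-Rh probe, 375 nM dispensing solution | Timing: Enzyme-compound preincubation 30 min, then probe labeling 45 min, 25 °C | Measured by: Fluorescence polarization | Read-out: % inhibition | Replication: One well per compound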
MDM2 E3 inh = MDM2-luciferase reporter signal enhancers, primary screen, MDM2 E3 ligase inhibitor project, cell-based, luminescence, 1536-well. 0.11% of 210,000 active. signal enhancement, % at 5 µM. cell-based MDM2 ubiquitination luciferase reporter, 2 h; 0 = plate control, 100 = twice control, blank-subtracted. AID 1230, 2008;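 active means signal enhancement of 30% or more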;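 further: luminescence tracks abundance of the self-degrading MDM2-luciferase fusion protein; higher signal means inhibition of MDM2 E3 ligase activity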
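Assay system: mammalian cells stably expressing self-ubiquitinating, self-degrading MDM2 E3–luciferase fusion. Quantity: 2000 cells in each well. Medium: DMEM culture medium. Compound dosing: single-point 5 µM. Timing: cell settling 4 h, compound treatment 2 h, both 37 °C. Technique: luciferase luminescence. Read-out basis: percent signal gain over controls, blank-subtracted. Benchmarks: plate controls and plate blanks.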
NPY-Y1 PAM-ag = NPY-Y1 receptor potentiators or agonists, primary screen, cell-based. Neuropeptide Y receptor type 1 (Homo sapiens), P25929. NPY-Y1 expressing cells, potentiator/agonist activation. activation, % at 3.6 µM. 0.37% of 220,000 active. AID 1304, 2008; in the data active means activation above about 33%, passing the limit was not always enough;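 further: cells stimulated with NPY at EC10 then isoproterenol at EC100; 0% = low agonist plus stimulus and 100% = saturating agonist plus stimulus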
Hck-Nef inh = inhibitors of Nef-activated human Hck kinase, primary screen, biochemical, Z-Lyte FRET, 384-well, Hck-YEEI; Recombinant Hck-YEEI plus Nef, Z-Lyte FRET kinase assay; Tyrosine-protein kinase HCK (Homo sapiens), P08631; inhibition, % at 20 µM; 0.68% of 220,000 active;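 active means Hck-Nef kinase inhibition above about 50%, limit read from the data; inactive means inhibition below that limit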;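 further: 0% = DMSO with Hck plus Nef and 100% = Hck alone without Nef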
Target sequence (P08631 whole entry, looked up): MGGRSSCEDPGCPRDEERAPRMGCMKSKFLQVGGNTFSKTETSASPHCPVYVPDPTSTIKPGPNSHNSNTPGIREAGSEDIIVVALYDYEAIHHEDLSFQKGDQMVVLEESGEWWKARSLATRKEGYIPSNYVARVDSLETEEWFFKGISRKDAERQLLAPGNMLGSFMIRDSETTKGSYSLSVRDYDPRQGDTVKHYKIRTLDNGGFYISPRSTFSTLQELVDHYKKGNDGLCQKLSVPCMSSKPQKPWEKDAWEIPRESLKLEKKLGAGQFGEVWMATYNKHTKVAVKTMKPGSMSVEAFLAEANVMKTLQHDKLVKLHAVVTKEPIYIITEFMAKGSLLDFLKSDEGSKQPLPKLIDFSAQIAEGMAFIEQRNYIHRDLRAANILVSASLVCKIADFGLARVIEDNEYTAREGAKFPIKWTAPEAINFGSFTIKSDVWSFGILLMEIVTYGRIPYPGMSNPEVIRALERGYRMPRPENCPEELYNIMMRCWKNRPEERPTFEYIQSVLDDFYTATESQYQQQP
NPY Y1 blocker = NPY-Y1 receptor antagonists, primary screen, cell-based; inhibition, % at 3.6 µM; HEK293-CNG Y1 cells, membrane potential fluorescence; NPY at EC95, then isoproterenol; 1% of 200,000 active; AID 1040, 2008;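 active means inhibition above the campaign mean inhibition of all tested compounds plus 3 SD, cut at about 20% in these data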;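 further: 0% = DMSO wells given NPY plus isoproterenol and 100% = isoproterenol alone without NPY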
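material = HEK293 cells with Y1 receptor plus CNG channel | also added = NPY 25 nM then isoproterenol 1 µM plus Ro 20-1724 25 µM | schedule = dye 3 h, compound 60 min room temperature, stimulation 45 min | measured by = membrane potential fluorescence | benchmarks = high control isoproterenol alone, low control NPY with isoproterenol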
Runt-CBFb FRET = inhibitors of RUNX1 Runt–CBFb binding, primary screen, biochemical, FRET, Cerulean-Runt, Venus-CBFb, uHTS | Cerulean-Runt/Venus-CBFb FRET ratio 530/480, 1 h | Runt-related transcription factor 1 (Homo sapiens) + Core-binding factor subunit beta … | inhibition, % at 20 µM | AID 1496, 2009 | 0.46% of 220,000 active;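 active means inhibition over about 50% at 20 µM in the single-dose screen, limit read from the data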;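 further: 0% = DMSO wells and 100% = excess unlabeled CBFb competitor control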
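Reagent – Venus-CBFb binding partner, 100 nM · Assay system – Cerulean-tagged RUNX1 Runt domain (FRET donor) fusion protein · Input – 100 nM per protein · Incubation – two 1 h room-temperature incubations shielded from light · Measured by – FRET fluorescence · Medium – Tris buffer pH 7.5 with salts and BSA · Benchmarks – unlabeled CBFb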
Runt-SMMHC FRET = inhibitors of RUNX1 Runt–CBFb-SMMHC binding, primary screen, biochemical, FRET, Cerulean-Runt, Venus-CBFb-SMMHC, uHTS. Runt-related transcription factor 1 (Homo sapiens) + Core-binding factor subunit beta …. Cerulean-Runt/Venus-CBFb-SMMHC FRET ratio 530/480, 1 h. inhibition, % at 20 µM. 0.74% of 220,000 active. AID 1434, 2008;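 active means mean inhibition across duplicate retests at 20 µM reaching about 50%, limit read from the data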;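 further: 0% = DMSO wells and 100% = wells with excess untagged CBFb-SMMHC; inhibitors lower the FRET ratio by blocking Runt binding to CBFb-SMMHC; some results filed as inactive read as strong as hits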
Numbers without * were called inactive; · = no result given.

SMILES	NPY-Y2 PAM-ag	p97 inhibitor	RBBP9 inh	MDM2 E3 inh	NPY-Y1 PAM-ag	Hck-Nef inh	NPY Y1 blocker	Runt-CBFb FRET	Runt-SMMHC FRET
O=C(C1=C[C@@H](c2coc3ccccc3c2=O)C[C@@H](OCc2ccc(CO)cc2)O1)N1CCOCC1	9	4	5	·	6	17	-1	0	0
CC1=CC(C)C(COC(=O)CN2CCCCC2)C(C)C1 (configuration not stated)	-3	5	-7	-5	-1	8	·	0	-1
COc1ccc(CCNC(=O)c2ccc(Cl)c(S(=O)(=O)N(C)c3ccccc3)c2)cc1	-6	-3	-11	-13	1	0	4	-1	-2
COc1ccc(-c2noc(C(=O)NCc3ccc(F)cc3)n2)cc1OC	-14	7	-3	-15	-30	17	10	-4	1
CCC(C)C(NC(=O)C1CCC(C)CC1)C(=O)NC1CCN(Cc2ccccc2)CC1 (configuration not stated)	-5	-3	-12	3	-10	8	1	-1	-2
COC(=O)C1CCN(C(=O)COC(=O)COc2ccc(C#N)cc2)CC1	0	6	-7	-7	3	18	7	-1	-2
Cc1ccccc1OCC(O)Cn1c(=N)n(Cc2ccccc2)c2ccccc21 (configuration not stated)	-17	-2	-2	-13	-3	19	·	-1	3
CCN(CC)c1ccc([N+](=O)[O-])cc1/C=N/NC(=O)CC#N	2	6	-2	4	-1	7	2	-3	-6
COc1ccccc1N1CCN(Cc2nc(N)nc(Nc3ccc(C)cc3)n2)CC1	-2	4	-7	-12	-20	4	-2	0	-1
Cc1cc(N(C)C)ccc1N=Nc1ccc2ncccc2c1	25	1	6	-35	24	2	·	-6	-10
COc1ccc(OC)c(S(=O)(=O)N2CCCCC2C(=O)N2CCN(c3ccccn3)CC2)c1 (configuration not stated)	-10	2	-9	-4	-20	-2	8	2	1
COc1ccccc1NC(=S)N1CCC(NC(=O)C23CC4CC(CC(C4)C2)C3)CC1	2	6	-2	-1	1	19	4	-2	-1
C/C(=N\NC(N)=O)C1CC(CC(C)C)C(=O)O1 (configuration not stated)	-2	-9	-6	-11	-8	6	1	0	2
COc1ccc(OC)c(C2NC(=S)NC(C)=C2C(=O)Nc2ccccn2)c1 (configuration not stated)	-4	-7	-11	-15	0	14	6	-1	0
COc1cccc(/C=C/C(=O)OCC(=O)Nc2cc(S(=O)(=O)N3CCOCC3)ccc2C)c1	-15	-5	-9	-2	1	15	3	-5	0
Cc1cc(C)n(CCC(=O)N/N=C/c2ccccc2O)n1	14	2	4	-12	-8	2	5	1	6
CC(C)Oc1ccc(CCc2nnc(SC(C)C(=O)O)n2-c2ccccc2)cc1 (configuration not stated)	-15	-1	2	-14	17	0	3	-2	-2
Cc1nnc(SCC(=O)NC(=O)NC(C)(C)C)s1	9	4	-6	-2	-10	20	-2	-1	1
CNC(=O)c1[nH]cnc1C(=O)Nc1ccc(OC)cc1	-12	8	-8	-9	2	17	·	3	-1
C=CCn1c(SCC(=O)NC(C)(C)C)nnc1-c1ccccc1O	-26	-1	-14	-1	-23	-19	9	2	-1
O=C(NCc1ccccc1)c1nc2ccccc2s1	7	1	-4	7	-8	8	4	0	-2
Nc1nc(NCc2ccco2)nc(NC2CCCCC2)c1[N+](=O)[O-]	-6	-2	-8	5	0	10	·	2	5
COc1ccccc1-n1cnnc1SCC(=O)N1CCN(S(=O)(=O)c2ccccc2)CC1	12	6	-5	2	6	3	-8	0	1
COc1ccc(CC(C)N2CCN(c3ccccc3)CC2)cc1OC (configuration not stated)	-6	-3	-2	-16	0	-2	-3	1	0
Cc1nc(/N=C(\N)NC(=O)NC2CCCCC2)nc2ccccc12	-41	6	-6	-5	-17	17	·	1	0
CCOC(=O)c1c(-c2cccc([N+](=O)[O-])c2)csc1NC(=O)C1CC1	-12	-1	-7	-16	11	1	9	-1	2
Cc1cc(C)cc(OCC(=O)NNC(=O)c2cc3ccccc3oc2=O)c1	-7	-6	-12	1	-16	-1	6	·	4
O=C(/C=C/c1cc2c(cc1Br)OCO2)NCc1ccc(Cl)cc1	-5	2	-5	0	3	1	1	0	-5
COc1cccc(NC(=O)CCS(=O)(=O)c2cccs2)c1	-4	-7	-9	-1	-15	-5	-4	2	-3
O=C(CN(CCc1ccccc1)C(=O)Cn1nnc(-c2cccs2)n1)NCc1ccco1	11	1	2	-13	-25	0	12	-1	5
O=C(Nc1cccc(Cl)c1)C1CCCN(S(=O)(=O)c2ccc(F)cc2)C1 (configuration not stated)	-6	-1	-15	-21	-1	-1	2	1	-6
OC(CN1CCN(Cc2ccccc2)CC1)c1ccccc1 (configuration not stated)	1	-4	-10	-17	9	19	2	2	2
O=C(c1cc2ccccc2o1)N1CCN(S(=O)(=O)/C=C/c2ccccc2)CC1	-1	3	-12	-8	14	23	1	0	-7
O=C(CSCc1ccc(C(=O)O)cc1)Nc1ccccc1	-5	1	0	12	0	5	-1	-2	-1
CC1(C)Cc2c(sc3nnn(Cc4ccc(Cl)cc4)c(=O)c23)CO1	-12	-1	1	-1	-55	3	1	1	0
C=CCS(=O)(=O)N1CCCC(C(=O)c2cccc(Cl)c2)C1 (configuration not stated)	-4	-4	-4	-7	0	20	5	-2	2

Exported in markdown: ten of the compounds above.
| mol | NPY-Y2 PAM-ag | p97 inhibitor | RBBP9 inh | MDM2 E3 inh | NPY-Y1 PAM-ag | Hck-Nef inh | NPY Y1 blocker | Runt-CBFb FRET | Runt-SMMHC FRET |
| --- | --- | --- | --- | --- | --- | --- | --- | --- | --- |
| Cc1cc(C)cc(OCC(=O)NNC(=O)c2cc3ccccc3oc2=O)c1 | -7 | -6 | -12 | 1 | -16 | -1 | 6 | · | 4 |
| O=C(/C=C/c1cc2c(cc1Br)OCO2)NCc1ccc(Cl)cc1 | -5 | 2 | -5 | 0 | 3 | 1 | 1 | 0 | -5 |
| COc1cccc(NC(=O)CCS(=O)(=O)c2cccs2)c1 | -4 | -7 | -9 | -1 | -15 | -5 | -4 | 2 | -3 |
| O=C(CN(CCc1ccccc1)C(=O)Cn1nnc(-c2cccs2)n1)NCc1ccco1 | 11 | 1 | 2 | -13 | -25 | 0 | 12 | -1 | 5 |
| O=C(Nc1cccc(Cl)c1)C1CCCN(S(=O)(=O)c2ccc(F)cc2)C1 (configuration not stated) | -6 | -1 | -15 | -21 | -1 | -1 | 2 | 1 | -6 |
| OC(CN1CCN(Cc2ccccc2)CC1)c1ccccc1 (configuration not stated) | 1 | -4 | -10 | -17 | 9 | 19 | 2 | 2 | 2 |
| O=C(c1cc2ccccc2o1)N1CCN(S(=O)(=O)/C=C/c2ccccc2)CC1 | -1 | 3 | -12 | -8 | 14 | 23 | 1 | 0 | -7 |
| O=C(CSCc1ccc(C(=O)O)cc1)Nc1ccccc1 | -5 | 1 | 0 | 12 | 0 | 5 | -1 | -2 | -1 |
| CC1(C)Cc2c(sc3nnn(Cc4ccc(Cl)cc4)c(=O)c23)CO1 | -12 | -1 | 1 | -1 | -55 | 3 | 1 | 1 | 0 |
| C=CCS(=O)(=O)N1CCCC(C(=O)c2cccc(Cl)c2)C1 (configuration not stated) | -4 | -4 | -4 | -7 | 0 | 20 | 5 | -2 | 2 |

Next part:
SMILES	NPY-Y2 PAM-ag	p97 inhibitor	RBBP9 inh	MDM2 E3 inh	NPY-Y1 PAM-ag	Hck-Nef inh	NPY Y1 blocker	Runt-CBFb FRET	Runt-SMMHC FRET
CCc1nnc(NC(=O)c2nn(-c3ccccc3)nc2C)s1	-20	5	-1	-10	-12	20	·	-5	-4
COc1ccc(C)cc1S(=O)(=O)Nc1ccccc1	-9	-5	-2	-5	-7	1	-2	0	-1
COc1ccc(COc2cc(-c3cccc(OC)c3)nc3ccc(NC(=O)c4ccc(Cl)cc4)cc23)cc1	8	8	-13	·	-19	-4	-3	-10	2
O=c1oc2c(-c3cccc(F)c3)cc(O)cc2s1	4	10	3	2	19	28	-1	58*	9
COc1ccc(NS(=O)(=O)c2ccc(NC(=O)Cc3cccs3)cc2)cc1	17	0	-11	-9	1	2	0	1	1
CCOc1ccc(CCNC(=O)CSCc2ccc(C)cc2)cc1OCC	-3	-5	-8	·	-9	1	8	-2	-2
CC(C)Cn1c(N)c(C(=O)COC(=O)[C@@H]2CCCN2C(=O)c2cccs2)c(=O)n(C)c1=O	6	-2	-4	-3	15	15	3	1	5
CCOC(=O)N1CCN(C(=O)Cc2ccc(Cl)cc2)CC1	3	2	4	-9	13	-2	1	0	-1
Cc1c(NC(C)c2ccccc2O)c(=O)n(-c2ccccc2)n1C (configuration not stated)	3	-4	-18	-5	7	-1	-1	-1	1
Cc1cc(N2CCN(c3ccc(F)cc3)CC2)nc(-c2ccccc2)n1	-6	0	6	3	-42	6	21*	-4	-2
O=C1CC(C2CCCO2)C(=O)N1c1ccc(Cl)c(Cl)c1 (configuration not stated)	14	5	8	·	1	-1	11	-2	-2
O=C(CN1CC[C@@]2(O)CCCC[C@H]2[C@@H]1c1ccc(F)cc1)NCc1ccco1	1	3	1	-2	21	11	·	1	-4
CC(C[N+](C)(C)C)OC(N)=O (configuration not stated)	1	1	4	·	-15	-3	-2	0	2
O=c1/c(=C/c2ccc(CNS(=O)(=O)c3ccccc3)o2)sc2n1CCN=2	-1	6	-4	-15	5	3	2	20	-6
COc1ccc(-c2nnc3n2-c2ccccc2SC3)cc1OC	4	-1	-6	-9	-4	-1	3	-1	18
